PKA-R2B activ: activators of PKA-R2B holoenzyme, primary screen, biochemical, fluorescence polarization, Cy5-IP20, human | activation, % at 11.4 µM | 340,000 tested, 0.079% active | PKA-R2B holoenzyme dissociation; R2B truncated from residue 108, S112A mutant; 0% DMSO only, 100% 113 µM cGMP;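 active means activation above a cutoff set at the mean over all compounds plus 3 SD, cut at about 18% in these data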;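 further: higher means more holoenzyme dissociation and a rise in polarization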
Target sequence (P31323 whole entry, looked up, other chains not shown, the tested form may be a part): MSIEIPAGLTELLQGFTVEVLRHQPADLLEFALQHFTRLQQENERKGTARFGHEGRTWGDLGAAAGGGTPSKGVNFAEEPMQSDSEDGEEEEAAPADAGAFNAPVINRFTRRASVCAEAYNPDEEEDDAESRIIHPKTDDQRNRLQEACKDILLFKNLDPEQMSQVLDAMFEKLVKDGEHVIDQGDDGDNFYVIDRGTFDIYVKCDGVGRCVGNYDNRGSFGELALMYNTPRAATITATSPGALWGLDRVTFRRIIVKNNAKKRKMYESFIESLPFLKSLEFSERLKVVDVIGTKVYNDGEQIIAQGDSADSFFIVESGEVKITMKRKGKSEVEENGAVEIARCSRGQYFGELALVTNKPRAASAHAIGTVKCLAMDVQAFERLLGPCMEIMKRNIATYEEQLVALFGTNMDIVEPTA
Keap1 Nrf2 FP: Keap1-Nrf2 protein-protein interaction inhibitors, primary screen, biochemical, fluorescence polarization, single point | 340,000 tested, 0.15% active | inhibition, % at 9.4 µM | Kelch-like ECH-associated protein 1 (Homo sapiens), Q14145 | Keap1 Kelch-Nrf2 peptide fluorescence polarization, 1536-well; in the data active means inhibition above about 12%;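 further: human Keap1 Kelch domain with fluorescein labeled Nrf2 9mer peptide probe; 0% = neutral control wells and 100% = peptide positive control; higher means more block of Keap1 binding to Nrf2 peptide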
C-LANA FP: inhibitors of KSHV C-LANA binding to DNA, primary screen, biochemical, fluorescence polarization, FAM-LBS DNA, MBP-C-LANA, single point. Kaposi's sarcoma herpesvirus LANA C-terminal domain (residues 932-1162) DNA binding. inhibition, % at 9 µM. 340,000 tested, 0.078% active;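 active means highest replicate inhibition at or above 60% at 9 µM, even if other replicates fall short; inactive means all replicates below 60% inhibition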;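 further: 0% = neutral control wells and 100% = 4 µM acridine orange control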
CAL PDZ FP-1: CAL PDZ peptide-binding inhibitors, primary screen, biochemical, fluorescence polarization, Cer-tagged CAL PDZ, HTS | Golgi-associated PDZ and coiled-coil motif-containing protein (Homo sapiens), Q9HD26 | purified CAL PDZ, TMR-peptide fluorescence polarization, 1 h | inhibition, % at 20 µM | 330,000 tested, 0.02% active | AID 504414, 2011;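 active means highest replicate inhibition of at least 40%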;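 further: plate controls were DMSO neutral control wells for no effect and unlabeled competitor peptide control wells for full effect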
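material = purified tagged CAL PDZ domain construct (CerCALP) | buffer or medium = sodium phosphate/NaCl buffer pH 7.4 with TCEP, IgG, Thesit | reagent = TMR-labelled reporter peptide T*-PRC34 bound in PDZ groove | incubation = 1 h room-temperature incubation prior to read | measured by = fluorescence polarization (mP) | evaluation = percent inhibition from loss of millipolarization | control set = unlabelled peptide and DMSO controls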
SR-BI uptake up: activators of SR-BI mediated DiI-HDL uptake, primary screen, ldlA[mSR-BI] CHO cells, DiI fluorescence; AID 504775, 2011; activation, % at 12.5 µM; 3 h; 100 = double the neutral-control signal; 320,000 tested, 0.096% active;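 active means mean replicate activation of at least 60% and every replicate at or above 60%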;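 further: 0% = median plate neutral-control signal and 100% = twice that signal; values of inactives mirror those of a sister screen read the other way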
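Assay system: LDL receptor-deficient CHO ldlA cells overexpressing murine SR-BI / Medium: BSA-supplemented, HEPES-buffered Ham's F12, pH 7.4 / Probe or stimulus: DiI-labelled HDL at 10 µg/mL final / Timing: compound with DiI-HDL co-incubation, 3 h at 37 °C / Technique: bottom-read cell fluorescence after medium removal, ex 550/em 595 nm / Measure: HDL uptake via cellular fluorescence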
cardiac RTF act: cardiac RTF calcium sensitivity activators, primary screen, biochemical, IANBD-TnC fluorescence, EC20 calcium. 340,000 tested, 0.24% active. IANBD-labeled TnC RTF fluorescence at EC20 calcium; 0% EC20 calcium, 100% full calcium. activation, % at 7.2 µM. Troponin I, cardiac muscle (Homo sapiens) + Troponin T, cardiac muscle (Homo sapiens) + …;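 active means activation above the mean over all tested compounds plus 3 SD, cut at about 30% in these data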;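 further: rise in fluorescence read as greater calcium sensitivity of cardiac thin filaments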
DAGLB inh: DAGLB lipase inhibitors, primary screen, biochemical, fluorescence, HTS; Diacylglycerol lipase-beta (Homo sapiens), Q8NCG7; HEK293T DAGLB membrane lysate, EnzChek fluorogenic substrate; inhibition, % at 5.17 µM; 340,000 tested, 0.059% active; in the data active means inhibition above about 34%;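 further: 0% = enzyme with vehicle and 100% = wells lacking enzyme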
Cardiac RTF inh: cardiac RTF calcium sensitivity inhibitors, primary screen, biochemical, IANBD-TnC fluorescence, EC70 calcium; Troponin I, cardiac muscle (Homo sapiens) + Troponin T, cardiac muscle (Homo sapiens) + …; IANBD-labeled cardiac RTF, Ca2+ fluorescence; inhibition, % at 7.15 µM; 340,000 tested, 0.12% active; AID 493244, 2011;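 active means inhibition above the mean inhibition of all tested compounds plus 3 SD, cut at about 17% in these data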;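 further: assay run at fixed EC70 calcium of 1.6 mM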
CAL PDZ FP-2: untagged CAL PDZ binding inhibitors, primary screen, biochemical, fluorescence polarization, HTS | AID 602252, 2012 | inhibition, % at 24.9 µM | purified CAL PDZ, TMR-peptide fluorescence polarization, 1 h | 300,000 tested, 0.92% active;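 active means mean inhibition of at least 30% with at least half of replicates also reaching 30%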;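 further: 0% = DMSO neutral control and 100% = excess unlabeled competitor peptide PRC23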
Rtt109 Vps75: inhibitors of C. albicans Rtt109/Vps75 HAT, primary screen, biochemical, ThioGlo CoA-SH fluorescence, plate reader; inhibition, % at 34.9 µM; AID 540336, 2011; purified Rtt109/Vps75, 4 h; Histone acetyltransferase RTT109 (Candida albicans (strain SC5314 / ATCC MYA-2876)), …; 330,000 tested, 0.16% active;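 active means inhibition of at least 50% in every replicate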
Target sequence (Q5AAJ8 whole entry, looked up): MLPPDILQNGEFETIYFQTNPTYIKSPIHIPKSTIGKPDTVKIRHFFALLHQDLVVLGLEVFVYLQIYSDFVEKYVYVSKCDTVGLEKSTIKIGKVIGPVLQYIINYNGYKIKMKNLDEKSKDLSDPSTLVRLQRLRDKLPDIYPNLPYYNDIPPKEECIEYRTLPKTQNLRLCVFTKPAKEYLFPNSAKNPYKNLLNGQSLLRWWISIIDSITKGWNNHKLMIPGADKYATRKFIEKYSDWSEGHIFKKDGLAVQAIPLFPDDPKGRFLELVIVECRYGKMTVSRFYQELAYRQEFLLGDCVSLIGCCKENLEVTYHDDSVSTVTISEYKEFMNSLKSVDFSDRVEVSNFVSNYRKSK
Starred values were filed as active, the others as inactive; nt = not tested or not shown. No enrichment for hits; 1.6% or so of the library scored in one or more.

1. O=c1[nH]c(CN2CCN(S(=O)(=O)c3ccc4c(c3)OCCO4)CC2)nc2sc3c(c12)CCCC3
2. CC1(C)Cc2c(sc3nc(SCC(=O)N4CCOCC4)nc(N)c23)CO1
3. COc1ccc(C(=O)N2CCN(c3cccc(Cl)c3)CC2)cc1
4. CCn1cc(Cl)c(C(=O)NNC(=O)CCn2ccc([N+](=O)[O-])n2)n1
5. CC/C(=N\NC(=O)C1CCCC1)c1cccc(Br)c1
6. N#CC(C#N)=C(N)/C(C#N)=C/c1cc(O)c(O)c(O)c1
7. CC1Cc2ccccc2N1Cc1nc2scc(-c3cccs3)c2c(=O)[nH]1 (centres undefined)
8. COc1cccc(C2C(C(=O)c3cc4ccccc4o3)=C(O)C(=O)N2c2cc(C)on2)c1 (centres undefined)
9. O=C(COc1ccc(Cl)cc1)NCCCNC(=O)c1cccnc1
10. C=CC[C@H](CC(=O)NCCO)C(=O)N[C@H](C)COC(=O)[C@@H](CC=C)Cc1ccc(F)cc1

Screen / compound no. | 1 | 2 | 3 | 4 | 5 | 6 | 7 | 8 | 9 | 10
PKA-R2B activ | 1 | -3 | 4 | 17 | 3 | -4 | -5 | -3 | -9 | -1
Keap1 Nrf2 FP | -3 | -6 | 1 | -5 | -2 | -4 | -3 | -1 | 2 | -3
C-LANA FP | 0.8 | -0.8 | -1.3 | -1.2 | 1.0 | -14 | -1.2 | 0.6 | -1.5 | 0.7
CAL PDZ FP-1 | 0.2 | 0.0 | -3.7 | -0.8 | -3.1 | 0.4 | -0.5 | -4.0 | -2.7 | -1.3
SR-BI uptake up | -13 | nt | -12 | nt | 26 | -1 | -15 | 15 | 11 | -41
cardiac RTF act | 2 | 4 | 2 | -1 | -2 | 2 | 7 | 9 | 3 | 3
DAGLB inh | -2 | -4 | -12 | -2 | -2 | 14 | 8 | 7 | -1 | -3
Cardiac RTF inh | -8 | -3 | 1 | 2 | -5 | 0 | 4 | 0 | -2 | 1
CAL PDZ FP-2 | 4 | -2 | 0 | -6 | -6 | 0 | 2 | -3 | -3 | -2
Rtt109 Vps75 | -4 | -3 | 11 | -6 | 5 | 17 | -1 | -3 | -9 | 5

11. COCCn1c(C)cc(C(=O)COC(=O)c2ccc[nH]c2=O)c1C
12. Cc1ccc(CN(C(=O)C(F)(F)F)C(C(=O)NC2CCCCC2)c2ccco2)cc1 (centres undefined)
13. O=C(Cn1c(=O)[nH]c2ccccc2c1=O)Nc1cccnc1
14. COc1ccc(C(=O)Oc2cc(/C=N/NC(N)=S)ccc2OC)cc1
15. O=C(Nc1ccc(S(=O)(=O)Nc2ccccc2)cc1)c1ccc(CN2CCOCC2)cc1
16. O=C(CSc1ccccc1C(=O)O)NCc1ccco1
17. Cc1nc2c(C(=O)NCc3ccccc3Cl)c[nH]n2c(=O)c1Cl
18. O=C1CSC(c2ccc(Cl)cc2)N1Nc1nc(N2CCOCC2)nc(N2CCOCC2)n1 (centres undefined)
19. CC(=O)Nc1ccc(S(=O)(=O)N2CCC(N3CCCCCC3)CC2)cc1
20. NC(=O)NC(=O)COC(=O)CCCCCNS(=O)(=O)c1ccc2c(c1)OCCO2

Screen / compound no. | 11 | 12 | 13 | 14 | 15 | 16 | 17 | 18 | 19 | 20
PKA-R2B activ | 1 | -12 | -5 | -4 | -4 | -16 | 5 | -2 | 4 | 0
Keap1 Nrf2 FP | 0 | -3 | -6 | -4 | -6 | -4 | -6 | -5 | -6 | 1
C-LANA FP | 2.1 | -1.3 | -0.8 | 0.2 | 2.2 | -0.8 | -0.2 | -0.7 | -3.5 | 0.3
CAL PDZ FP-1 | -0.6 | nt | -0.7 | nt | -3.7 | -1.3 | -2.4 | -1.1 | -0.1 | 0.1
SR-BI uptake up | -38 | 1 | 2 | -48 | -16 | 31 | 29 | 13 | nt | nt
cardiac RTF act | 4 | 1 | 1 | 1 | 11 | -9 | -2 | -1 | 0 | -6
DAGLB inh | 0 | -13 | -3 | 1 | 0 | 4 | 12 | 0 | -2 | -3
Cardiac RTF inh | 5 | -8 | 4 | -7 | -20 | -3 | 6 | -8 | -7 | -8
CAL PDZ FP-2 | -2 | -1 | nt | 0 | -9 | -1 | -3 | -3 | -1 | -2
Rtt109 Vps75 | -5 | 5 | -21 | 14 | 7 | -1 | -6 | 10 | 7 | 2

21. COc1ccccc1-c1cc(C(F)(F)F)nc(S(C)(=O)=O)n1
22. C/C(=N\NC(=O)Cc1ccccc1Cl)c1cccnc1
23. Cc1ccc(Sc2cc(NCCCO)c([N+](=O)[O-])c3nonc23)cc1
24. O=c1cc(CSc2ccc(Cl)cc2)[nH]c2[nH]n(-c3ccccc3)c(=O)c12
25. CC1=NN(C(=O)Cc2ccccc2)C(O)(c2cccnc2)C1 (centres undefined)
26. O=C1N(c2ccccc2)C[C@@H]2C[C@@H](c3cccc4c3OCO4)N3CCC[C@@]123
27. C=CCn1c(SCC(=O)c2c(N)n(C)c(=O)n(C)c2=O)nnc1-c1ccncc1
28. CC1CC(c2ccccc2)=Nc2ccccc2N1 (centres undefined)
29. COc1cc(CN2CCc3c([nH]c4ccccc34)C2)cc(OC)c1
30. CC(/C=N/NC(=O)COc1ccccc1C)=N\NC(=O)COc1ccccc1C

Screen / compound no. | 21 | 22 | 23 | 24 | 25 | 26 | 27 | 28 | 29 | 30
PKA-R2B activ | -8 | -6 | 0 | -10 | -2 | 8 | 11 | 0 | -4 | 0
Keap1 Nrf2 FP | 4 | 5 | -7 | -2 | -5 | 0 | -1 | -1 | -9 | -2
C-LANA FP | 1.8 | -0.3 | 0.0 | 4.3 | 0.0 | 1.1 | -1.6 | 1.1 | -1.5 | 0.4
CAL PDZ FP-1 | -1.8 | 1.1 | -1.8 | -2.6 | -1.3 | -2.6 | -0.6 | 0.8 | -18 | -1.9
SR-BI uptake up | 33 | -16 | nt | -19 | 27 | -9 | 20 | -14 | -2 | -7
cardiac RTF act | -6 | -7 | 3 | -3 | -4 | -5 | 1 | -1 | 5 | 0
DAGLB inh | -12 | -1 | -1 | 21 | -1 | 2 | 3 | -1 | -6 | 1
Cardiac RTF inh | -8 | -2 | -15 | 2 | -7 | -9 | -9 | 1 | 2 | -6
CAL PDZ FP-2 | -2 | nt | -4 | 0 | 1 | -3 | -6 | 2 | -5 | -2
Rtt109 Vps75 | 0 | -8 | -6 | -1 | -7 | nt | -16 | 2 | -6 | 3

31. O=C(NNC(=O)C1CC2CCC1C2)c1sc2ccccc2c1Cl (centres undefined)
32. COc1cccc(C2C(C(=O)c3ccc(C)o3)=C(O)C(=O)N2c2cc(C)on2)c1 (centres undefined)
33. CC(CCN1CCOCC1)c1ccccc1 (centres undefined)
34. CC1CN(C(=O)CSc2nc(N)cc(N)n2)CC(C)O1 (centres undefined)
35. CCOc1ccc(NC(=S)N2CCC(C(=O)c3ccc(F)cc3)CC2)cc1
36. O=C(C1CCCO1)N1CCN(S(=O)(=O)c2cccc3nsnc23)CC1 (centres undefined)
37. OCCC1CN(CC(c2ccccc2)c2ccccc2)CCN1C1CCCC1 (centres undefined)

Screen / compound no. | 31 | 32 | 33 | 34 | 35 | 36 | 37
PKA-R2B activ | -1 | 8 | 2 | -4 | -6 | -4 | -4
Keap1 Nrf2 FP | -5 | 1 | -5 | -2 | -2 | 2 | -4
C-LANA FP | -0.6 | 0.6 | -3.3 | -1.2 | -0.6 | 2.9 | -0.9
CAL PDZ FP-1 | -1.4 | -0.4 | 0.2 | -0.1 | 0.8 | 0.6 | -1.3
SR-BI uptake up | -26 | 4 | -23 | 14 | -5 | 8 | -2
cardiac RTF act | -2 | -2 | 1 | -1 | 2 | 5 | -2
DAGLB inh | -3 | -1 | 0 | -1 | -2 | -1 | -2
Cardiac RTF inh | 2 | -6 | -7 | 3 | 3 | -6 | 1
CAL PDZ FP-2 | -1 | nt | -4 | -2 | 0 | -4 | -3
Rtt109 Vps75 | -7 | 10 | -3 | 2 | 1 | 4 | 2
